M. tuberculosis = growth inhibition of non-replicating M. tuberculosis (AID 488890); hit rate 0.39% among 320,000; inhibition, % at 25 µM, or IC50 in µM where a hit was titrated; Mycobacterium tuberculosis non-replicating, growth inhibition; higher % means a stronger effect; in the data active = a potency from the dose series; inconclusive = inhibition mostly from about 82% at the one dose, without a potency; inactive = the rest, 99 in 100 with inhibition below about 76%;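 also: plate controls were DMSO cells for no effect and high antibiotic wells for full effect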
VEEV TC-83 Vero = inhibitors of VEEV TC-83 cytopathic effect, confirmation, Vero cells (AID 588727); Vero cells, VEEV TC-83 cytopathic effect inhibition; higher % means a stronger effect; hit rate 0.13% among 350,000; inhibition, % at 20 µM; hits with a dose series show IC50 in µM; in the data active = a potency from the dose series; inconclusive = inhibition mostly from about 14% at the one dose, without a potency; inactive = the rest, 99 in 100 with inhibition below about 12%; also: strong numbers were not always called active
Salmonella PhoP GFP = PhoP regulon inhibitors, Salmonella typhi PhoP promoter GFP reporter, confirmatory (AID 1850); Salmonella Typhi PhoP-promoter GFP reporter, fluorescence, 4 h; higher % means a stronger effect; inhibition, % at 50 µM; hits with a dose series show IC50 in µM; hit rate 0.33% among 310,000; in the data active = a potency from the dose series; inconclusive = inhibition mostly from about 25% at the one dose, without a potency; inactive = the rest, 99 in 100 with inhibition below about 19%;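 also: 0% = induced wells with vehicle and 100% = uninduced wells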
H37Rv inhibition = M. tuberculosis growth inhibition, HTS (AID 449762); inhibition, % at 25 µM, or IC50 in µM where a hit was titrated; M. tuberculosis H37Rv growth inhibition, 7H9 media; higher % means a stronger effect; hit rate 0.59% among 330,000; in the data active = a potency from the dose series; inconclusive = inhibition above about 70% without an active follow-up result;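 also: bacterial growth assessed after seven days of incubation; strong numbers were not always called active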
H1N1 NS1A inhibition = NS1A inhibition, H1N1 influenza, cell based functional assay (AID 504329); NS1A functional cell-based assay, percent inhibition; higher % means a stronger effect; one-dose inhibition, % at 12.5 µM; IC50 in µM for titrated hits; hit rate 0.3% among 340,000; in the data active = a potency from the dose series; inconclusive = inhibition above about 27% without an active follow-up result; also: strong numbers were not always called active
VEEV TC-83 Vero 10K pilot screen = further read-out of VEEV TC-83 Vero, marked with its call; inhibition, %; measured here: 10K pilot screen inhibition
* marks the source's active call; other numbers are inactive results; i = inactive; ? = inconclusive; . = no result given.

SMILES	M. tuberculosis	VEEV TC-83 Vero	Salmonella PhoP GFP	H37Rv inhibition	H1N1 NS1A inhibition	others
CCCCn1nnnc1SCC(=O)Nc1cccc(C)n1	45%	4.0%	3%	-10%	8%
CCn1c(C)cc(C(=O)COC(=O)c2cccnc2SC)c1C	42%	i	.	-5%	3%
O=C(O)CCS(=O)(=O)c1cc(Br)cc2c1N(C(=O)C1CC1)CC2	1%	0.6%	-3%	-2%	-2%
CC1(C)Cc2ccccc2C(NNC(=O)c2ccccc2)=N1	15%	0.5%	11%	-5%	-10%
O=C1Nc2ccccc2C1=Nc1cccc(Cl)c1	-4%	0.2%	0%	6%	18%
CC(CCc1ccc(O)cc1)NCc1ccc(Br)cc1 (centres undefined)	7%	i	3%	0%	18%
COc1ccc(C(=O)Nc2cccc(C(=O)NCc3ccccc3)c2)cc1	36%	7.8%	4%	3%	-5%
O=C(O)c1ccc(S(=O)(=O)c2ccc3c(c2)C(=O)N(c2ccccc2[N+](=O)[O-])C3=O)cc1	-6%	4.8%	-8%	3%	-10%
COC(=O)Cn1cc(C(=O)C(C)(C)C)c2ccccc21	10%	1.1%	-3%	1%	-3%
Cc1ccc(SCCNC(=S)Nc2ccccc2)cc1	?	3.5%	1%	15%	3%
CCOCC(=O)Nc1ccc(S(=O)(=O)N2CCOCC2)cc1	4%	1.5%	-10%	-3%	0%
O=C(CCC1=NS(=O)(=O)c2ccccc2N1)NC1CCCCCCC1	6%	i	-7%	-4%	10%
CCc1ccc(-c2cc(C)no2)cc1S(=O)(=O)NCc1ccccc1OC	31%	5.8%	-12%	5%	6%
CCOc1ccc(CCNS(=O)(=O)c2cccc3nsnc23)cc1OCC	-3%	0.5%	3%	1%	1%
CCN1C(=O)c2ccc(C(=O)Nc3ncc(C)s3)cc2C1=O	-16%	0.1%	3%	-4%	-3%
CCOC(=O)N1CCN(Cc2nc(-c3cccs3)no2)CC1	34%	0.6%	-1%	5%	-9%
COC(=O)c1sc(NC(=O)CSc2nc3nc(C)cc(C)n3n2)c(C(=O)OC)c1C	1%	4.9%	0%	-2%	-4%
Cc1ccc(NC(=O)c2ccc3nc(N4CCOCC4)sc3c2)c(Cl)c1	5%	0.3%	-17%	-6%	4%
CN(C)c1nc(N)c(C(=O)N=C(N)N)nc1Cl	35%	0.3%	-7%	6%	1%
Nc1cc2nc3ccccc3oc-2cc1=O	-14%	6.7%	5%	-11%	12%
COc1ccc(S(=O)(=O)N2CCCCCC2)cc1C(=O)N(C)CC(=O)Nc1ccccc1C(F)(F)F	11%	9.3%	.	-6%	-16%
CC(=O)c1cccc(NC(=O)c2ccccc2N(Cc2ccccc2)S(C)(=O)=O)c1	6%	i	-10%	3%	0%
CCN(CC)CCNC(=O)c1ccc(CS(=O)(=O)c2ccccc2C)o1	-10%	i	0%	9%	-8%
Cc1cc(CNC(=O)CC2C(=O)NCCN2Cc2ccccc2C(F)(F)F)on1 (centres undefined)	-6%	i	4%	-1%	1%
Cc1cc(C)cc(NC(=S)NCCCO)c1	-19%	0.6%	0%	5%	-4%
O=c1[nH]c2ccccc2n2c(-c3ccccc3)nnc12	4%	0.7%	1%	4%	-10%
COc1cc(C(=O)Nc2cc(C)nn2-c2ccccc2)cc(OC)c1OC	-12%	1.2%	-10%	-2%	1%
CSCCC(NC(=O)c1ccccc1Cl)C(=O)Nc1ccncc1 (centres undefined)	.	0.2%	.	.	-1%
C=CCn1c(=NC(=O)c2ccc(S(=O)(=O)N3CCc4ccccc4C3)cc2)sc2cc(S(N)(=O)=O)ccc21	-5%	i	-12%	-1%	1%
Cc1c(NC(=O)C(C)N2CC(C)OC(C)C2)c(=O)n(-c2ccccc2)n1C (centres undefined)	5%	2.3%	3%	8%	12%

Already shown: entries from further up.
SMILES	M. tuberculosis	VEEV TC-83 Vero	Salmonella PhoP GFP	H37Rv inhibition	H1N1 NS1A inhibition	others
CSCCC(NC(=O)c1ccccc1Cl)C(=O)Nc1ccncc1 (centres undefined)	.	0.2%	.	.	-1%
C=CCn1c(=NC(=O)c2ccc(S(=O)(=O)N3CCc4ccccc4C3)cc2)sc2cc(S(N)(=O)=O)ccc21	-5%	i	-12%	-1%	1%
Cc1c(NC(=O)C(C)N2CC(C)OC(C)C2)c(=O)n(-c2ccccc2)n1C (centres undefined)	5%	2.3%	3%	8%	12%

The main list resumes with the 7 entries that preceded the break.
SMILES	M. tuberculosis	VEEV TC-83 Vero	Salmonella PhoP GFP	H37Rv inhibition	H1N1 NS1A inhibition	others
Cc1cc(CNC(=O)CC2C(=O)NCCN2Cc2ccccc2C(F)(F)F)on1 (centres undefined)	-6%	i	4%	-1%	1%
Cc1cc(C)cc(NC(=S)NCCCO)c1	-19%	0.6%	0%	5%	-4%
O=c1[nH]c2ccccc2n2c(-c3ccccc3)nnc12	4%	0.7%	1%	4%	-10%
COc1cc(C(=O)Nc2cc(C)nn2-c2ccccc2)cc(OC)c1OC	-12%	1.2%	-10%	-2%	1%
CSCCC(NC(=O)c1ccccc1Cl)C(=O)Nc1ccncc1 (centres undefined)	.	0.2%	.	.	-1%
C=CCn1c(=NC(=O)c2ccc(S(=O)(=O)N3CCc4ccccc4C3)cc2)sc2cc(S(N)(=O)=O)ccc21	-5%	i	-12%	-1%	1%
Cc1c(NC(=O)C(C)N2CC(C)OC(C)C2)c(=O)n(-c2ccccc2)n1C (centres undefined)	5%	2.3%	3%	8%	12%
CC1=CC(=NOC(=O)/C=C/c2ccccc2)C=C(C)C1=O	77%	12%	-5%	19%	19%
Cc1cccc(-c2noc(CN(C)C(=O)COc3ccccc3)n2)c1	37%	7.2%	-6%	-9%	5%
O=C(NCCN1CCOCC1)c1ccc(CS(=O)c2ccccc2Cl)o1 (centres undefined)	1%	0.7%	0%	-1%	10%
O=C(NC(=S)N1CCN(Cc2ccccc2)CC1)c1ccccc1	-3%	0.8%	4%	-4%	-2%
CC(C)(O)c1ccccc1CC[C@@H](SCC1(CC(=O)O)CC1)c1cccc(/C=C/c2ccc3ccc(Cl)cc3n2)c1	4%	1.1%	-20%	-3%	-3%
Cc1cc(C)c(C)c(S(=O)(=O)NCCCn2ccnc2)c1C	13%	i	2%	-1%	-15%
CC(C)Cn1c(CN2C(=O)c3ccccc3C2=O)nc2ccccc2c1=O	-15%	i	3%	0%	-18%
COc1ccc(OC)c(-c2cc(C(=O)N/N=C(\C)c3cccnc3)c3ccccc3n2)c1	5%	8.0%	1%	3%	-10%
O=C(CSc1ccc(-c2nc3ccccc3[nH]2)cn1)Nc1ccc2c(c1)OCCO2	7%	0.9%	20%	7%	4%
NC(=O)SCC(=O)Nc1ccc(Cl)c(Cl)c1	10%	5.8%	14µM*	5%	-4%
COc1ccc(C(=O)N/N=C/c2ccc(OC)c(OS(=O)(=O)c3ccccc3)c2)cc1	20%	i	3%	4%	10%
Cc1ccc2c(c1)-c1cc(C)ccc1C2=O	.	2.9%	.	.	-27%
CCn1cc(C(=O)O)c(=O)c2cnc(N3CCN(C(=S)NC(=O)c4ccc(Br)cc4)CC3)nc21	47%	.	6%	-6%	.
O=[N+]([O-])c1cc(Br)c(O)c(/C=N/Nc2nc3ccccc3s2)c1	.	3.9%	.	.	2%
C/C=C1\COC(C(=O)NCc2ccccc2)(C(F)(F)F)C=C1C=C1CCCCC1 (centres undefined)	20%	0.2%	2%	1%	-2%
CCc1ccc(C(=O)c2cc3ccc(O)cc3oc2=O)cc1	28%	2.1%	9%	4%	-1%
CCCCC(=O)Nc1ccc(C(=O)N(CC)c2ccccc2C)cc1	25%	0.5%	-1%	5%	-39%
CC(=O)c1c(C)[nH]c(C(=O)OCC(=O)c2ccc3c(c2)NC(=O)CO3)c1C	2%	0.1%	.	-1%	-19%
C=CCNC(=O)c1ccc(CNS(=O)(=O)c2ccc(NC(C)=O)cc2)cc1	1%	i	-1%	-3%	6%
COc1cc(C(=O)/C=C/c2cccnc2)ccc1O	36%	>25µM*	-10%	52%	0%
O=C(NC12CC3CC(CC(C3)C1)C2)N1CCC(n2nnc3ccccc32)CC1	2%	i	6%	-4%	4%	VEEV TC-83 Vero 10K pilot screen=2.0
CN(C)S(=O)(=O)c1cccc(C(=O)Nc2ccccc2[N+](=O)[O-])c1	-3%	?	0%	2%	7%
COC(=O)CSc1nnc(NC(=O)/C=C\c2ccc3c(c2)OCO3)s1	?	2.2%	-2%	?	-1%
C/C(=N\NC(=O)COc1ccccc1[N+](=O)[O-])c1cccc(NC(=O)c2ccncc2)c1	9%	9.2%	5%	5%	-15%
Cn1c(=O)c2c(nc(CN3CCN(c4ccccc4)CC3)n2Cc2ccccc2Cl)n(C)c1=O	.	2.2%	.	.	-1%
CC(=O)C1[C@H](N(C)C)CC2C3CC=C4CC(O)CC[C@]4(C)C3CC[C@@]21C (some centres undefined)	-18%	i	4%	2%	-1%
Cc1ccc(-n2nc3c(c2NC(=O)c2ccc4c(c2)OCO4)CSC3)cc1	-2%	i	3%	0%	-3%
CCCN1CCc2c(sc(NC(=O)CCS(=O)(=O)c3ccccc3)c2C(N)=O)C1	30%	1.9%	4%	1%	5%
COC(=O)c1c(NC(=O)/C=C/C(=O)O)sc(C)c1-c1ccc(C(C)C)cc1	29%	7.1%	-8%	8%	-8%
COc1ccc(-c2cc3c(=O)n(CC(=O)N4CCCC4)ncn3n2)cc1	6%	0.8%	4%	6%	1%

Compounds listed so far with bromine, in the order listed:
SMILES	M. tuberculosis	VEEV TC-83 Vero	Salmonella PhoP GFP	H37Rv inhibition	H1N1 NS1A inhibition	others
O=C(O)CCS(=O)(=O)c1cc(Br)cc2c1N(C(=O)C1CC1)CC2	1%	0.6%	-3%	-2%	-2%
CC(CCc1ccc(O)cc1)NCc1ccc(Br)cc1 (centres undefined)	7%	i	3%	0%	18%
CCn1cc(C(=O)O)c(=O)c2cnc(N3CCN(C(=S)NC(=O)c4ccc(Br)cc4)CC3)nc21	47%	.	6%	-6%	.
O=[N+]([O-])c1cc(Br)c(O)c(/C=N/Nc2nc3ccccc3s2)c1	.	3.9%	.	.	2%

Following part:
SMILES	M. tuberculosis	VEEV TC-83 Vero	Salmonella PhoP GFP	H37Rv inhibition	H1N1 NS1A inhibition	others
COC(=O)c1nc(-c2ccc3c(n2)C(=O)C(N)=C(OC)C3=O)c(N)c(-c2ccc(OC)c(OC)c2O)c1C	55%	i	11%	14%	>100µM*
COc1cccc(NC(=O)COC(=O)CNS(=O)(=O)c2c(F)cccc2F)c1	-2%	0.9%	-25%	0%	-7%
COc1ccc(/C=c2\sc3nc(-c4ccccc4)c(-c4ccccc4)n3c2=O)cc1OC	-4%	1.4%	0%	-1%	1%
COc1ccc(CN(C)S(=O)(=O)c2nnc(NC(=O)c3ccccc3OC)s2)cc1OC	-1%	3.1%	-3%	-10%	5%
COc1ccc(S(=O)(=O)CC(=O)c2cc(C)c(O)c(C)c2)cc1	7%	1.1%	-11%	-2%	-1%
O=C(NC1CCCCC1)C1CCCN(S(=O)(=O)c2cccs2)C1 (centres undefined)	-8%	0.2%	12%	-3%	-9%
Cc1ccc(S(=O)(=O)N2CCCCC2CCNC(=O)C(=O)NCc2ccccc2)cc1 (centres undefined)	9%	11%	7%	33%	-3%
CC(=O)c1sc(NC(=O)c2ccc(C)cc2)nc1C	-5%	1.9%	3%	-17%	-5%
Clc1ccc(Cn2nnc3ccccc32)cc1	69%	i	5%	-2%	-3%
COc1ccc(C(=O)c2cnc3ccccc3c2-c2ccccc2)cc1	-9%	5.2%	-2%	-17%	-4%	VEEV TC-83 Vero 10K pilot screen=11
COc1ccccc1CC(=O)NNS(=O)(=O)c1ccccc1[N+](=O)[O-]	-12%	0.9%	-2%	-2%	0%
COc1ccc(C(=O)c2cnc[nH]2)cc1OC	5%	1.6%	1%	-5%	11%
Cc1ccc(C(=O)Nc2ccc(Cc3ccncc3)cc2)cc1[N+](=O)[O-]	32%	4.5%	-6%	3%	2%
CCOC(=O)CN1C(=O)S/C(=C/c2ccc(N3CCCCC3)o2)C1=O	21%	0.5%	-2%	4%	-3%
CCC(=NCc1ccco1)c1c(O)n(-c2ccccc2)c(=O)[nH]c1=O	7%	1.9%	-5%	-3%	12%	VEEV TC-83 Vero 10K pilot screen=0.9
CCOC(=O)N1CCC(NC(=O)c2cc(S(=O)(=O)N3CCc4ccccc43)cn2C)CC1	-12%	7.6%	5%	9%	-5%
CCc1nc(-c2ccccc2)cc(=O)[nH]1	-21%	i	-2%	-6%	-1%
CCOC(=O)C(Cc1ccccc1)C(=O)Nc1cccc2ccccc12 (centres undefined)	?	9.7%	0%	?	-8%
Cc1cc(C)c2nc(N3CCC(C(=O)N4CCN(C(=O)c5ccco5)CC4)CC3)sc2c1	4%	5.1%	-5%	?	3%
